Source: PubChem
Tau ThT inhib: qHTS for Inhibitors of Tau Fibril Formation, Thioflavin T Binding | AID 1460, 2008 | Microtubule-associated protein tau (Homo sapiens), P10636 | Potency, µM (doses to about 57.4 µM), for inactives: at the top dose activity, negative = inhibition, hits mostly inhibitors | recombinant tau K18 P301L (four-repeat tau fragment), heparin-induced fibrillization, ThT fluorescence | actives 2.1% (n = 270,000); also: % is scaled to controls: 0 for no effect and ±100 for the full control effect; nearly all actives have a fitted effect of over 55% in size
Target sequence (P10636 561-689 P618L limits assumed): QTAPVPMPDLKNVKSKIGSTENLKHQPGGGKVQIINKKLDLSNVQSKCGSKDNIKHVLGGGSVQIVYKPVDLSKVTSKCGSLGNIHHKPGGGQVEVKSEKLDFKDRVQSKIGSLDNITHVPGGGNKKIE
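K18 P301L tau (15 uM + 0.24 uM Alexa 594-tagged), heparin 20 uM, NaOAc pH 7, 6 h 37 C; ThT 30 uM, 1 h RT, ex 450/em 510 nm.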
SMN2 splice enh: qHTS Assay for Enhancers of SMN2 Splice Variant Expression | HEK293 SMN2-luciferase splicing reporter, luminescence, 30-36 h | Potency, µM (top dose mostly 46.1 µM), without a hit: at the highest dose activity change, positive = activation, hits mostly activators | actives 2.8% (n = 210,000) | AID 1458, 2008; also: % of control where 0% means no effect; nearly all actives have a fitted effect of over 55% in size
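HEK293 cells carry an SMN2 minigene-luciferase reporter in which exon 7 inclusion puts luciferase in frame. Cells were seeded at 2000 cells/well, attached for 10-12 hours, then exposed to compounds for 30-36 hours at 37C before ONE-Glo luminescence.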
* = called active by the depositor; ? = inconclusive; [ ] = another dose, or the depositor's remark. Calls follow the shape of the dose curve; as a rule, active = well fitted curve in the direction sought with a large enough effect; inconclusive = small, poorly fitted or top-dose-only effect, or another doubt; inactive = no such curve, though single readings can be large; an effect the other way counts as inactive or inconclusive. Potency is read from the fitted curve at half-maximal effect. The list is partial; the hit share may differ from the screen's.

SMILES	Tau ThT inhib	SMN2 splice enh
CCCCN(C)CC(O)Cn1cc(/C=C/C(=O)c2ccc(Br)cc2)c2ccccc21 (stereo not drawn)	20µM*	0%
Brc1ccccc1-n1ncc2c1ncn1nc(Cc3ccccc3)nc21	?	22%
CCCOc1ccc(-c2nn(-c3ccccc3)cc2C2NC(=O)NC(C)=C2C(=O)OC)cc1C (stereo not drawn)	-11%	0%
C=CCC(CC=C)(CNC(=O)C(=O)Nc1ccc(C(=O)OCC)cc1)c1ccccc1	-2%	6%
COc1ccc(C(=O)Nc2nonc2-c2ccc(OC)c(OC)c2)cc1Cl	8%	-19%
CCOc1ccc(OCC)c(NC(=O)CCc2nc3cccnc3n2-c2ccccc2)c1	-11%	-18%
COc1ccc(S(=O)(=O)N2CCN(c3ccc(Cl)c(Cl)c3)CC2)c2ccccc12	2%	-22%
COc1ccc(-c2cc(NCc3ccc(C)cc3)n3cnnc3n2)cc1	-14%	-4%
O=C(c1ccc2c(c1)OCO2)c1cn(Cc2ccc(Cl)cc2)c2ccc(F)cc2c1=O	-4%	?
COc1ccc(CCNC(=O)Cn2ncc3c(=O)oc4ccccc4c32)c(OC)c1	?	-1%
Cc1cccc(N(CC(=O)Nc2ccccc2C(F)(F)F)S(=O)(=O)c2ccccc2)c1C	-12%	-18%
Cc1cccc(Cc2c(C)nc3nc(SCc4ccccc4Cl)nn3c2C)c1	-11%	-1%
Cc1cc(C)cc(NC(=O)C2CCCN(c3cnccn3)C2)c1 (stereo not drawn)	-1%	1%
COc1cccc(Cn2c(SCc3ccc(C(=O)N4CCCCC4)cc3)nc3ccncc32)c1	-5%	-33%[inhibitor]
Cc1ccc(Cl)cc1N1CCN(S(=O)(=O)c2cc(Br)cc3c2N(C(=O)C2CC2)CC3)CC1	-3%	2%
CCOc1ccc(-n2c(=O)c3c4c(sc3n(Cc3cccc(C)c3)c2=O)CCCC4)cc1	-5%	6%
Cc1cccc(C(=O)Nc2sc3c(c2C(=O)NCc2ccco2)CCCC3)c1	-12%	-3%
CCc1nn(CC(=O)NCCCOC)c(=O)c2cc3occc3n12	-1%	7%
Cc1ccc(C(=O)NC2(C(F)(F)F)N=C(c3ccccc3)N(Cc3ccccc3)C2=O)cc1 (stereo not drawn)	4%	-10%
CCc1cc(C(=O)Nc2c(C)nn(Cc3ccccc3Cl)c2C)no1	-7%	-7%
Cc1cccc(C)c1OCc1nc2c3c(-c4ccccc4)c(-c4ccccc4)oc3ncn2n1	-5%	-8%
CCOc1ccc(N(Cc2ccccc2)C(=O)c2nc(S(C)(=O)=O)ncc2Cl)cc1	?	-86%[inhibitor]
COc1ccc(-c2n[nH]c3c2C(c2ccc(Cl)cc2Cl)NC3=O)cc1 (stereo not drawn)	?	-19%
CCNc1c(NC(=O)c2cc(OCC)c(OCC)c(OCC)c2)c(=O)oc2ccccc12	2%	-7%
CC(CCc1ccccc1)NC(=O)Cn1ncc2c3ccccc3n(Cc3cccc(Cl)c3)c2c1=O (stereo not drawn)	-7%	-3%

More compounds.
SMILES	Tau ThT inhib	SMN2 splice enh
C=Cc1ccc(Cn2nc(-c3ccc(C)cc3)ccc2=O)cc1	?	-15%
Cc1nn2c3c(cnc2c1-c1ccc(Cl)cc1)C(=O)CC(c1ccc(C(C)C)cc1)C3 (stereo not drawn)	0%	6%
Cc1cccc(C(=O)Nc2cc3c(cc2N2CCOCC2)n(C)c(=O)n3C)c1	-15%	7%
COc1cccc(Cn2c(C)c(CNC3CCCCC3)c(C(=O)O)c2C)c1	3%	-8%
CC1CCN(S(=O)(=O)c2ccc3c(c2)CCN3C(=O)Nc2ccccc2Br)CC1	1%	9%
O=C1OC(C(=O)Nc2cccc(Br)c2)Cc2ccccc21 (stereo not drawn)	-11%	1%
CC1CCc2c(sc(NC(=O)C3c4ccccc4Oc4ccccc43)c2C(=O)OC(C)C)C1 (stereo not drawn)	-1%	-6%
Cn1c(=O)c2c(-c3ccccc3)n3c4ccccc4nc(-c4ccccc4)c3c2n(C)c1=O	-3%	7%
CCOC(=O)c1cnc2cc(C(F)(F)F)ccc2c1N1CCN(c2cccc(Cl)c2)CC1	-18%	23%
Cc1cccc(Nc2nnc(-c3ccc(C)c(S(=O)(=O)NCC4CCCO4)c3)c3ccccc23)c1 (stereo not drawn)	-10%	8%
COCCn1c(=O)[nH]c2cc(C(=O)NCc3ccccc3Cl)ccc2c1=O	-9%	4µM*
CCn1c(C)c(C2N3CC4(C)CN2CC(C)(C3)C4=O)c2ccccc21 (stereo not drawn)	2%	0%
CCCOC(=O)c1c(NC(=O)c2nc3ncccn3n2)sc(C(=O)OCC)c1C	-9%	0%
CCc1cccc(OCC(=O)Nc2ccc(S(=O)(=O)Nc3cc(C)nc(C)n3)cc2)c1	1%	0%
CCCCN(C)CC(O)Cn1cc(/C=C/C(=O)c2ccc(OC)c(OC)c2)c2ccccc21 (stereo not drawn)	?	10%
Cc1ccc(Cn2c(C(=O)Nc3ccc(Cl)cc3)cc3sccc32)cc1	-8%	15%
O=C(Nc1cccc(C(F)(F)F)c1)C1CCCN(S(=O)(=O)c2cccc3nsnc23)C1 (stereo not drawn)	-6%	-19%
Cn1c(C(=O)Nc2cccc(Cl)c2)cc2c(=O)n(C)c3ccccc3c21	3%	-3%
COc1cc2nc(SCC(=O)Nc3ccccc3F)n3nc(-c4ccccc4)nc3c2cc1OC	-7%	2%
Cc1nn(CC(=O)NCc2ccco2)c(=O)c2cc3ccccc3n12	7%	6%
CCCN1CCN(CCNC(=O)Nc2ccc(OC)c(OC)c2)CC1	2%	-4%
Cc1nn(CC(=O)NC2CC2)c(=O)c2cc3ccccc3n12	-6%	-4%
COc1cc2ccccc2cc1C(=O)Nc1ccc2oc(-c3ccccc3)nc2c1	9%	12%
Cc1cccc(NC(=O)c2c(NC(=O)c3ccco3)sc3c2CCC(C(C)(C)C)C3)c1 (stereo not drawn)	-8%	3%
Cc1cccc(C(=O)n2nc(-c3cccnc3)nc2NCc2ccc(F)cc2)c1	?	1%

Molecules from the list above that contain a thiophene ring, fused or not (six):
SMILES	Tau ThT inhib	SMN2 splice enh
CCOc1ccc(-n2c(=O)c3c4c(sc3n(Cc3cccc(C)c3)c2=O)CCCC4)cc1	-5%	6%
Cc1cccc(C(=O)Nc2sc3c(c2C(=O)NCc2ccco2)CCCC3)c1	-12%	-3%
CC1CCc2c(sc(NC(=O)C3c4ccccc4Oc4ccccc43)c2C(=O)OC(C)C)C1 (stereo not drawn)	-1%	-6%
CCCOC(=O)c1c(NC(=O)c2nc3ncccn3n2)sc(C(=O)OCC)c1C	-9%	0%
Cc1ccc(Cn2c(C(=O)Nc3ccc(Cl)cc3)cc3sccc32)cc1	-8%	15%
Cc1cccc(NC(=O)c2c(NC(=O)c3ccco3)sc3c2CCC(C(C)(C)C)C3)c1 (stereo not drawn)	-8%	3%

Remaining list, next part
SMILES	Tau ThT inhib	SMN2 splice enh
Cc1ccccc1Cn1c(COc2ccc(Cl)cc2)nc2ccccc21	2%	16%
Cc1ccc(COC(=O)c2[nH]c3c(c2C)C(=O)CC(c2ccc(Cl)cc2)C3)cc1 (stereo not drawn)	-8%	-10%
CCOC(=O)C1=C(CS(=O)(=O)c2ccc(C(C)(C)C)cc2)NC(=O)NC1c1cccc(OC)c1 (stereo not drawn)	-8%	-19%
CCOCCCn1c(=N)c(C(=O)NC2CCCC2)cc2c(=O)n3cc(C)ccc3nc21	-5%	-1%
Cc1cc2nc(-c3cccc(NC(=O)c4cccc5ccccc45)c3)oc2cc1C	-6%	7%
N#C/C(=C/c1ccccc1Cl)c1nc2ccccc2c(=O)[nH]1	-1%	-3%
CCN(CC)C(=O)CN1C(=O)COc2ccc(S(=O)(=O)N3CCOCC3)cc21	-1%	6%
COc1ccc(C)cc1Nc1c2c(nc3ccccc13)CCC2	-7%	-87%[inhibitor]
Brc1ccc(-c2nc3ccccn3c2Nc2ccc3c(c2)OCCO3)o1	?	?
O=C(Nc1ccccc1O)c1cc(S(=O)(=O)N2CCCC2)ccc1Cl	-3%	-32%[inhibitor]
CC(C)CCOc1ccccc1Cn1c(=O)sc2ccccc21	-5%	-18%
COc1ccccc1OCCn1c(-c2ccc(Cl)cc2)nc2ccccc2c1=O	-4%	2%
COc1ccc(NS(=O)(=O)c2ccc3c(c2)CCN3C(=O)CCC(=O)O)cc1Cl	-1%	6%
CCc1ccc(C(=O)c2cn(CC(=O)Nc3ccc(C)c(C)c3)c3ccccc3c2=O)cc1	8%	5%
Cc1cccc2nc(-c3ccc(Cl)s3)c(Nc3ccc4c(c3)OCCO4)n12	?	-17%
Cc1ccc(NC2=C(CC(=O)O)C(c3ccc(F)cc3)N(c3ccc(C)cc3)C2=O)cc1 (stereo not drawn)	-12%	23%
CCCN1CCN(CC2=C(C(=O)OCC)C(c3cccc(OC)c3OC)NC(=O)N2)CC1 (stereo not drawn)	2%	8%
CCOC(=O)c1cnc2ccc(OCC)cc2c1Nc1cc(Cl)c(OC)cc1OC	?	2%
Cc1ccc(NC(=O)C2CCCN(C(=O)c3cnn(-c4ccccc4)c3-n3cccc3)C2)cc1 (stereo not drawn)	-12%	14%
O=C(COc1ccc(Cl)cc1)Nc1cc(-c2ccccc2)no1	?	3%
CCn1c(Oc2ccc(F)cc2F)nc2c1c(=O)n(C)c(=O)n2C	-10%	-2%
COc1ccc(NS(=O)(=O)c2ccc3nc(-c4ccccc4)[nH]c3c2)cc1	6%	-41%[inhibitor]
CCn1cc(C(=O)N2CCN(c3ccccc3)CC2)c(=O)c2cc(S(=O)(=O)N3CCCC3)ccc21	-5%	1%
CCCCNc1nc2c(c(=O)n(C)c(=O)n2C)n1CC(O)COc1ccccc1C (stereo not drawn)	1%	9%
CC(=O)c1sc(N2C(=O)c3oc4ccccc4c(=O)c3C2c2ccc(C)cc2)nc1C (stereo not drawn)	-5%	-8%

One compound at a time (already shown). Order of screens: Tau ThT inhib | SMN2 splice enh
Results for `CCOC(=O)c1cnc2ccc(OCC)cc2c1Nc1cc(Cl)c(OC)cc1OC` = ? | 2%
Results for `CCn1c(Oc2ccc(F)cc2F)nc2c1c(=O)n(C)c(=O)n2C` = -10% | -2%
Results for `N#C/C(=C/c1ccccc1Cl)c1nc2ccccc2c(=O)[nH]1` = -1% | -3%
Results for `Cc1ccccc1Cn1c(COc2ccc(Cl)cc2)nc2ccccc21` = 2% | 16%
Results for `CC(=O)c1sc(N2C(=O)c3oc4ccccc4c(=O)c3C2c2ccc(C)cc2)nc1C` (stereo not drawn) = -5% | -8%

(next part)
SMILES	Tau ThT inhib	SMN2 splice enh
Cn1c(=O)c(=O)n(C)c2cc(N3CCCC3)c(NC(=O)c3ccccc3F)cc21	-12%	3%
COc1ccc(CCNC(=O)CCCCn2c(=O)c3ccccc3n(Cc3ccc(F)cc3Cl)c2=O)cc1OC	-10%	-15%
CCc1ccc(OCC(=O)N(Cc2ccc(Cl)cc2)C2CCS(=O)(=O)C2)cc1 (stereo not drawn)	-12%	-21%
CCOC(=O)c1ccc(NC(=O)c2cc3c(n(-c4ccc(C)cc4)c2=O)CC(C)(C)CC3=O)cc1	-4%	3%
CCOC(=O)C(Cc1ccccc1)NC(=O)CCc1c(C)nc2c(c(C)nn2-c2ccc(C)c(C)c2)c1C (stereo not drawn)	0%	1%
COc1ccc2cc3cc(C(=O)NCc4ccc(C)cc4)oc3nc2c1	3%	-18%
Cc1cccc(N2CCN(C(=O)Cn3ncc4c3-c3ccccc3OC4)CC2)c1C	-17%	-15%
CCOC(=O)c1cnc2nc(NCc3cccc(Br)c3)[nH]n2c1=O	2%	14%
Cc1coc2c(C)c3oc(=O)c(CCC(=O)NCCc4ccccc4F)c(C)c3cc12	3%	-11%
COC(=O)c1cc2oc3ccccc3c2n1CC(=O)Nc1ccc(OC)c(OC)c1OC	9%	6%
O=C(Nc1ccc(F)cc1)c1nc(SCc2ccccc2F)ncc1Cl	1%	-5%
Cc1ccc2oc3c(c(=O)c2c1)C(c1ccc(O)cc1)N(c1nc(C)c(C)s1)C3=O (stereo not drawn)	?	4%
CCc1ccc(NS(=O)(=O)c2ccc3[nH]cc(C(=O)NC4CCCC4)c(=O)c3c2)cc1	7%	-18%
Cc1ccc2c(=O)cc(C(=O)Nc3ccc(S(=O)(=O)N(C)Cc4ccccc4)cc3)oc2c1C	-18%	9%
Cn1c(-c2ccc(S(=O)(=O)N3CCCC3)cc2)csc1=Nc1ccc(Cl)c(Cl)c1	-6%	-11%
Cc1ccc(CCNC(=O)c2cn(C)c3ccc(S(=O)(=O)N4CCC(C)CC4)cc3c2=O)cc1	-1%	3%
Cc1cccc(NC(=O)CCc2c(C)nc3nc(CNC(=O)c4cccc(F)c4)nn3c2C)c1	-4%	3%
